Source: PubChem BioAssay
proKLK7 act – proKLK7 zymogen activators, primary screen, biochemical, fluorescence intensity; purified proKLK7, EDANS-DABCYL substrate fluorescence; 100% is mature enzyme control, 0% vehicle; activation, % at 7 µM; 370,000 compounds, 0.9% hits; AID 652039, 2013;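 active means activation above the mean of all tested compounds plus 3 SD, computed per campaign excluding outliers beyond control limits, cut at about 13% in these data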
HGIII-sPLA2 inh – human group III sPLA2 inhibitors, primary screen, biochemical, QFRET, BODIPY PC-A2 liposome substrate. QFRET BODIPY PC-A2 liposome hydrolysis, fluorescence. Group 3 secretory phospholipase A2 (Homo sapiens), Q9NZ20. 370,000 compounds, 0.56% hits. inhibition, % at 12.2 µM;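 active means inhibition above mean plus 3 SD of compounds lying within the high and low control bounds, cut at about 19% in these data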;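 further: 0% = median of test compound wells and 100% = no enzyme DMSO wells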
NPR1 activator – GC-A stimulated cGMP production enhancers – HEK293 GC-A cells, cGMP TR-FRET, EC30 ANP, primary screen | 0% at EC30 ANP, 100% saturating ANP | activation, % at 10 µM | 370,000 compounds, 0.14% hits | Atrial natriuretic peptide receptor 1 (Homo sapiens), P16066; in the data active means activation above about 40%
DAX1 inh-1 – DAX1 (NR0B1) inhibitors, primary screen, cell-based, HEK293, Gal4-DAX1, luciferase luminescence. Nuclear receptor subfamily 0 group B member 1 (Homo sapiens), P51843. HEK293 Gal4-DAX1 luciferase reporter. inhibition, % at 6.75 µM. 340,000 compounds, 0.99% hits. AID 504766, 2011;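 active means inhibition above the mean over all tested compounds plus 3 SD, cut at about 4.2% in these data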;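 further: 0% = DAX1-transfected cells with DMSO and 100% = empty-vector control cells with DMSO; inhibition shows as a rise in luminescence from relieved DAX1 repression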
hgDAF12 agonist – H. glycines DAF-12 receptor agonists, primary screen, cell-based, luminescence, HEK293, GAL4 fusion, UAS-luciferase. Nuclear hormone receptor DAF-12 (Heterodera glycines), GAL4 fusion. HEK293 GAL4-hgDAF12 UAS-luciferase reporter, agonist luminescence; normalized to butyrate control. activation, % at 6.8 µM. 370,000 compounds, 1.8% hits;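 active means activation above a cutoff set at the mean of all screened compounds plus 3 SD, cut at about 10% in these data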;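 further: 0% = DMSO wells and 100% = sodium butyrate wells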
DAX1 inh-2 – DAX1 (NR0B1) inhibitors on StAR promoter, primary screen, cell-based, luminescence, SF-1 (NR5A1), full-length DAX-1 | HEK293T StAR-luciferase reporter, SF-1/DAX-1 repression relief | inhibition, % at 6.8 µM | 370,000 compounds, 1.1% hits | AID 652010, 2013;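 active means inhibition above the mean over all tested compounds plus 3 SD, cut at about 3.6% in these data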;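 further: 0% = DAX-1 cells with DMSO and 100% = cells lacking DAX-1 with DMSO; higher inhibition means more luminescence from relief of DAX-1 repression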
SMARCA2 activ – SMARCA2 (BRM) function activators, primary screen, cell-based, luminescence, high throughput; MG213 cells, MMTV-luciferase reporter, dexamethasone, overnight; activation, % at 9.1 µM; 370,000 compounds, 1% hits; in the data active means activation above about 7.8%;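 further: 0% = vehicle wells and 100% = reference activator wells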
GAA850 FXN act – FXN promoter activators, primary screen, cell-based, luciferase luminescence, HEK293 lucGAA850 | HEK293 lucGAA850 FXN promoter luciferase reporter, 24 h; percent of 10 µM SAHA response | activation, % at 6 µM | 360,000 compounds, 0.56% hits | AID 540364, 2011;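 active means activation above the average of all compounds screened plus 3 SD, cutoff fixed separately per campaign, cut at about 7.5% in these data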;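 further: 0% = DMSO wells and 100% = 10 µM SAHA wells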
ssDAF12 agonist – S. stercoralis DAF-12 nuclear receptor activators, primary screen, cell-based, luminescence, HEK293, GRIP1 co-expression, lit1-tk-luc; HEK293 ssDAF-12/GRIP1 lit1-tk-luc reporter; % of 3 µM dafachronic acid response; 370,000 compounds, 1% hits; activation, % at 6.8 µM; Nuclear hormone receptor DAF-12 (Strongyloides stercoralis);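 active means activation above the mean over all tested compounds plus 3 SD, cut at about 0.9% in these data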;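 further: 0% = DMSO-only wells and 100% = 3 µM delta7-dafachronic acid wells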
NPR2 activator – human GC-B receptor activators, primary screen, HEK293 GC-B cells, cGMP TR-FRET, EC30 CNP. Atrial natriuretic peptide receptor 2 (Homo sapiens), P20594. 0% at EC30 CNP, 100% saturating CNP. activation, % at 10 µM. 370,000 compounds, 0.11% hits;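 active means activation at 10 µM reaching about 35% in either raw or pattern-adjusted values, limit read from the data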
Target sequence (P20594 whole entry, looked up): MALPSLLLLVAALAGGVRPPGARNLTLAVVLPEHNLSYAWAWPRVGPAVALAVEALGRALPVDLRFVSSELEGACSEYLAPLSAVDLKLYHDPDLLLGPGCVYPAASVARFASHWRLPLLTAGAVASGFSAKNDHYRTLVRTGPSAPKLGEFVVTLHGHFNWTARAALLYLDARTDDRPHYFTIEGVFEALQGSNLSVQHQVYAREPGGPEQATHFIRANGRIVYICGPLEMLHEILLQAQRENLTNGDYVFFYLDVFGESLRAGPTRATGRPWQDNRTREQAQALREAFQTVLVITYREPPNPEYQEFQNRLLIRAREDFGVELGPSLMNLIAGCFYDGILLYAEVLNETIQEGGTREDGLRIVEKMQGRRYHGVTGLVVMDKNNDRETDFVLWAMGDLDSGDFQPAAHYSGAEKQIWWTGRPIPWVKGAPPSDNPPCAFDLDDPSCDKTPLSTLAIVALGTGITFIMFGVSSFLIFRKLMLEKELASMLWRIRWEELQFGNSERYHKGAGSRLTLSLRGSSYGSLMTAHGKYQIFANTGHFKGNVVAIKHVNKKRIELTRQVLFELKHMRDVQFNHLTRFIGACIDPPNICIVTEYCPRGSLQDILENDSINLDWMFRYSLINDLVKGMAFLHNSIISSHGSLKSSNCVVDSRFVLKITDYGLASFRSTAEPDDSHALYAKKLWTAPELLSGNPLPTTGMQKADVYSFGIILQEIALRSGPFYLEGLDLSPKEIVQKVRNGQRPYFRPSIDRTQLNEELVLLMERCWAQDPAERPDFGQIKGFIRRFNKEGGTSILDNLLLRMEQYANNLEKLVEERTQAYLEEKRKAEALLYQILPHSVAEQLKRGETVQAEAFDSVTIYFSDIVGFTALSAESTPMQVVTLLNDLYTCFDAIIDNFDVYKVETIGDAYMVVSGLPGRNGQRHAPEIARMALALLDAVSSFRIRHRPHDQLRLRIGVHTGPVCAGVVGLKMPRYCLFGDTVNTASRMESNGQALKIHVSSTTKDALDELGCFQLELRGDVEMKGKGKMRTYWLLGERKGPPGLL
hcDAF-12 act – H. contortus DAF-12 nuclear receptor activators, primary screen, cell-based, luminescence, HEK293, lit1-tk-luc reporter; AID 652067, 2013; 370,000 compounds, 1.4% hits; HEK293 hcDAF-12 lit1-tk-luc reporter; 0% DMSO, 100% Δ7-dafachronic acid; activation, % at 6.8 µM;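 active means activation above the mean of all tested compounds plus 3 SD, cut at about 5.5% in these data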;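 further: 100% = response to 3 µM Δ7-dafachronic acid high control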
Starred values were filed as active, the others as inactive; . = no result given.

SMILES	proKLK7 act	HGIII-sPLA2 inh	NPR1 activator	DAX1 inh-1	hgDAF12 agonist	DAX1 inh-2	SMARCA2 activ	GAA850 FXN act	ssDAF12 agonist	NPR2 activator	hcDAF-12 act
C/C(NC1CCCCC1)=C(/C#N)C(=O)NCCN1CCOCC1	0.5	-3	-2	1.6	0.2	-0.1	3	0.2	-0.9	7	-0.5
Cn1c(=O)c2cc(S(=O)(=O)N3CCN(c4ccccc4Cl)CC3)ccc2n(C)c1=O	0.1	6	2	.	0.5	0.6	-5	.	-1.1	-1	1.5
O=C1CC(Sc2cccs2)C(=O)N1c1ccccc1 (stereo not given)	0.2	-3	-2	1.4	4.1	-0.4	0	-1.4	-1.4	-1	-1.2
CC(C)(C)n1ncc2c(=O)n(Cc3ccccc3Br)cnc21	1.2	-1	10	-0.9	-2.0	-0.9	0	4.1	-1.6	13	-2.7
Cc1ccc(N(CC(=O)NC2CCCCCC2)S(=O)(=O)c2c(C)nn(C)c2C)cc1	0.7	6	6	-0.1	-0.9	-0.1	-1	-0.3	-1.4	-5	-1.6
O=C(Oc1cccc(OC(=O)c2ccco2)c1)c1ccco1	-0.2	1	0	1.4	1.8	-0.4	-3	0.1	-1.6	5	-0.9
O=C(NCC(c1cccs1)N1CCOCC1)c1ccc(OCc2ccccc2)cc1 (stereo not given)	1.1	4	3	-1.5	0.2	-0.3	-1	0.9	-1.1	5	-1.9
O=C(Nc1nc2c(s1)CCCC2)C1CCCN1C(=O)c1cccs1 (stereo not given)	-0.4	0	-3	-0.2	-0.9	-0.7	1	-0.2	-1.1	4	-2.3
COC(=O)[C@@]1(Sc2ccccc2)CC(=O)N[C@@H]1c1ccccc1	0.0	-3	6	.	-0.4	0.2	-2	.	-0.6	-1	0.2
Clc1ccc(-c2noc(CN(Cc3ccccn3)CC3CCCO3)n2)cc1 (stereo not given)	-0.8	-6	2	-1.6	-2.6	-1.2	-1	-1.6	-1.4	0	-1.2
COc1ccccc1NC(=S)N(Cc1ccco1)Cc1cc2cc(C)ccc2[nH]c1=O	-0.4	11	-1	-1.0	5.3	-0.6	-3	-4.5	-1.4	-6	0.3
CCc1ccc2[nH]c(O)c(N=Nc3nc(-c4ccccc4)cs3)c2c1	-0.3	-1	-5	0.0	0.3	-0.3	0	0.9	-1.2	5	-0.6
COc1ccc(C)cc1NC(=O)CN(C)C1CCCCC1	0.0	1	-4	1.0	-0.1	-0.4	0	-0.4	-1.1	-1	-2.6
c1ccc(CNc2nc(NCc3cccs3)nc3ccsc23)cc1	0.3	-19	-3	.	-4.4	-3.0	-4	6.7	-1.4	-3	-2.7
O=C1Nc2c(Br)cccc2C1=O	0.0	2	-1	-0.7	3.3	1.4	4	-1.2	0.2	-3	1.1
COC(=O)CSc1nnc(NC(=O)c2ccc3c(c2)OCO3)s1	-0.2	5	12	0.1	7.1	4.7*	7	3.7	-0.2	2	3.2
O=C(NCCC1=CCCCC1)c1cc(S(=O)(=O)N2CCOCC2)ccc1Cl	0.1	-4	1	0.8	-1.6	-1.5	0	2.4	-1.4	-1	-1.9
CC[C@H](C)[C@H](NC(=O)OCc1ccccc1)C(=O)OCC(=O)Nc1ccc(N2CCOCC2)cc1	0.3	-2	2	1.2	0.8	-0.1	-3	-0.8	-1.1	-1	0.3
Cn1ccnc1SCC(=O)Nc1ccc2c(c1)COC2=O	-1.2	1	-4	1.6	3.2	0.7	3	0.4	-1.2	-2	-0.7
O=C(COC(=O)c1ccc([N+](=O)[O-])o1)NC1CCS(=O)(=O)C1 (stereo not given)	0.6	5	3	-1.2	1.4	-0.5	-2	0.3	-1.2	1	0.2
COc1cc(OC)c2c(-c3cccc(-c4cccc(N)c4)c3)cc(=O)oc2c1	-1.0	-2	-4	-4.0	-2.6	-3.5	-4	-2.8	-1.0	-4	-1.7
N#Cc1ccc(C(c2nnnn2CCc2ccccc2)N2CCCCCC2)cc1 (stereo not given)	0.2	1	-4	1.4	-0.7	-0.1	-3	2.1	-1.3	-4	-0.2
O=C1CC(N2CCN(C(c3ccccc3)c3ccccc3)CC2)C(=O)N1 (stereo not given)	0.4	8	-2	-1.0	0.8	0.3	-1	-3.2	-0.6	-4	-1.2
COc1ccc(-n2nc(C)cc2Nc2ccccc2C(=O)O)cc1	-0.6	2	-1	1.5	-1.0	-0.3	-4	-2.0	-1.2	4	-1.2
CCCN1CCN(S(=O)(=O)c2cn(C)nc2C)CC1	0.0	-3	-1	0.7	-0.3	2.0	1	-0.3	-1.0	9	-0.5
Following part.
SMILES	proKLK7 act	HGIII-sPLA2 inh	NPR1 activator	DAX1 inh-1	hgDAF12 agonist	DAX1 inh-2	SMARCA2 activ	GAA850 FXN act	ssDAF12 agonist	NPR2 activator	hcDAF-12 act
O=C(CSc1nncs1)NCCNC(=O)CSc1nncs1	-0.2	12	2	-0.4	-0.6	0.0	-2	2.3	-1.5	-1	-0.6
CC1=C(C)[N+](=O)C2CCCCC2N1[O-] (stereo not given)	0.1	1	0	0.9	0.2	-0.3	4	2.4	-1.5	3	-1.7
CCC/C(=N/NC(=O)c1ccc2c(c1)OCO2)c1cccs1	1.0	4	-3	0.3	3.8	0.5	6	2.7	-1.7	2	0.2
C[C@@H]1CCC(=O)N(CC[C@H](Sc2ccccc2)c2ccccc2)CC1	1.0	-3	-4	0.6	0.4	-0.5	0	3.2	-1.3	-4	-1.1
Cc1ccc(/C=N/n2c(C3CCCCC3)n[nH]c2=S)o1	-0.1	6	1	2.7	0.7	-0.2	-2	2.0	-1.6	2	-2.6
CCN(c1ccc2c(c1)OCO2)S(=O)(=O)c1cc2c(cc1Br)CCN2C(=O)C1CC1	0.3	-7	-3	0.0	-1.7	1.7	1	0.7	-1.0	1	-0.1
COc1cc(C)ccc1OCc1cc(C(=O)NCCN2CCOCC2)no1	0.2	3	3	2.4	8.5	2.9	6	4.2	0.7	-1	0.9
O=C(OCC(=O)N1CCOCC1)c1ccc(Br)cc1	-0.1	-1	2	-1.2	0.6	0.3	-1	3.2	-1.1	-3	0.4
O=C(Nc1ccc(NC(=O)c2sc3ccccc3c2Cl)cc1)c1ccco1	-5.0	9	-1	-0.8	-1.6	-0.3	2	0.4	-1.4	-4	-2.2
CC(=O)Nc1ccc(S(=O)(=O)N2CCN(S(=O)(=O)c3cccs3)CC2)cc1	0.5	-3	-2	-1.1	1.5	0.5	-1	0.3	-1.1	1	-0.1
CCN(Cc1ccncc1)C(=S)NCc1ccccc1	0.4	1	-4	-0.6	-1.6	0.2	-2	-2.3	-1.5	7	-0.4
C[C@@H]1C[C@H]2[C@@H]3CCC4=CC(=O)C=C[C@]4(C)[C@@]3(F)[C@@H](O)C[C@]2(C)[C@H]1C(=O)CO	0.7	-8	2	-1.0	-5.0	0.5	-4	1.1	-1.1	1	-2.2
CCCNC(=O)c1ccc(Cl)cc1Cl	0.1	3	10	-1.0	4.4	0.3	0	0.6	-1.2	1	0.0
CCCCNC(=O)Nc1nnc(C(C)(C)C)s1	0.2	0	0	1.3	0.0	0.1	0	0.3	-1.3	7	-1.8
CCCCNC(=O)C[C@@H]1C[C@@]2(C(=O)OC)CC(C)(C)CC=C2N(CCc2ccc(OC)c(OC)c2)C1=O	0.4	-4	0	.	-1.4	-0.5	-3	.	-0.8	6	-1.4
COc1ccccc1NC(=O)CSc1nnc(NC(=O)C2CCC2)s1	0.0	-4	6	0.2	0.1	0.3	-4	0.7	-1.0	4	-2.0
O=C(Nc1ccc(Cl)c(Cl)c1)Oc1ccc(NC(=O)c2ccco2)cc1	0.5	-6	-5	0.0	2.7	0.5	-1	0.6	-1.1	-2	-0.1
Cc1cccc2c1N(C)C(=O)C2=O	0.3	5	0	0.2	-0.6	1.2	-6	2.5	-0.6	2	1.0
S=C(Nc1cccc(Cl)c1)Nc1ccc2cn[nH]c2c1	0.0	1	7	-0.3	3.2	-0.4	3	2.3	-1.0	3	4.2
COc1ccccc1-n1ccn(CC(=O)Nc2ccc(C)cc2Cl)c(=O)c1=O	-0.1	14	1	0.4	1.6	-1.1	-2	1.7	-1.3	-3	-1.2
Cc1nnc(SCc2ccc(Cl)cc2)nc1/C=C/N(C)C	0.7	-5	-1	1.3	-1.8	-0.5	1	-0.3	-1.5	-2	-0.4
CCOc1ccccc1N1CCN(CC(O)COC2CCCc3ccccc32)CC1 (stereo not given)	0.0	-2	-4	-1.3	-2.2	0.0	0	-2.5	-1.3	-3	0.0
CCNc1cc2n(c(=O)n1)CCc1cc(OC)c(OC)cc1-2	5.6	4	1	0.9	-2.2	-0.1	-1	9.9*	-1.0	1	-1.8
FC(F)(F)c1nc(NCc2cccnc2)c2ccccc2n1	0.1	4	0	-2.0	-2.4	-1.0	-1	0.8	-1.2	6	-2.6
O=C(Nc1ccc(F)cc1F)C1CCCN1S(=O)(=O)c1ccc(-c2ccc(=O)[nH]n2)s1 (stereo not given)	0.4	0	0	-1.6	-0.2	-2.0	0	1.1	-1.5	0	-2.7
CC1(C(=O)Nc2ccc3c(c2)OCCO3)CN(S(C)(=O)=O)CC(=O)N1Cc1cccc(C(F)(F)F)c1 (stereo not given)	-0.5	-16	0	.	-1.9	-0.4	2	.	-0.5	-3	-0.8
Clc1ccc(CNc2ccc3nnc(-c4ccccc4)n3n2)cc1	-0.4	-5	9	0.9	0.1	-0.3	3	1.4	-0.8	4	-0.5
Cn1c(CNC(=O)c2ccco2)nnc1SCC(=O)N1CCN(c2ccccc2)CC1	0.1	1	3	-0.6	1.4	0.0	-2	1.7	-0.9	0	0.7

Record cards, as listed above.
Cc1ccc(/C=N/n2c(C3CCCCC3)n[nH]c2=S)o1 is entered as proKLK7 act: -0.1; HGIII-sPLA2 inh: 6; NPR1 activator: 1; DAX1 inh-1: 2.7; hgDAF12 agonist: 0.7; DAX1 inh-2: -0.2; SMARCA2 activ: -2; GAA850 FXN act: 2.0; ssDAF12 agonist: -1.6; NPR2 activator: 2; hcDAF-12 act: -2.6
Clc1ccc(CNc2ccc3nnc(-c4ccccc4)n3n2)cc1 is entered as proKLK7 act: -0.4; HGIII-sPLA2 inh: -5; NPR1 activator: 9; DAX1 inh-1: 0.9; hgDAF12 agonist: 0.1; DAX1 inh-2: -0.3; SMARCA2 activ: 3; GAA850 FXN act: 1.4; ssDAF12 agonist: -0.8; NPR2 activator: 4; hcDAF-12 act: -0.5
